# High-throughput results: PubChem BioAssay, several laboratories
# PPARg SRC1 recr: PPARgamma-driven SRC-1 recruitment agonism; P37231; PPARgamma-SRC-1 coactivator recruitment biochemical assay; activation, % at 8 µM; 200,000 tested, 0.41% active; AID 631; in the data active means activation above about 19%;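 further: 0% = DMSO and 100% = reference agonist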
# PPARg SRC2 recr: PPARgamma-driven SRC-2 recruitment agonism; P37231; PPARgamma LBD-SRC-2 recruitment, biochemical; activation, % at 8 µM; 200,000 tested, 0.34% active; AID 1032; in the data active means activation above about 22%;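 further: 0% = vehicle and 100% = reference agonist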
# SRC2 TRFRET art: TR-FRET artefact, counter-screen to PPARgamma/SRC-2 agonist assay | active compounds read high | TR-FRET ratio at 8 µM | 200,000 tested, 0.4% active | AID 1049; in the data active means TR-FRET ratio above about 2000; further: inactives centre near 1500; reference of the scale not given here
# TLR4 MyD88 comp: TLR4-MyD88 interaction inhibition in cells; 200,000 tested, 0.18% active; inhibition, % at 8.4 µM; HeLa CL3-4 TLR4/MyD88 BLA complementation, FRET ratio; in the data active means inhibition above about 25%;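 further: 0% = vehicle and 100% = reference inhibitor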
# PPARg SRC-3 ag: PPARgamma-driven SRC-3 recruitment agonism; 200,000 tested, 0.26% active; biochemical PPARgamma/SRC-3 coactivator recruitment assay; P37231; activation, % at 8 µM; in the data active means activation above about 23%;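 further: 0% = DMSO and 100% = reference agonist; some compounds past the cut are filed as inactive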
# S1P3 antag: antagonists of human S1P3 receptor. inhibition, % at 4.98 µM. Q99500. AID 485. 170,000 tested, 0.27% active. CHO S1P3 NFAT-BLA reporter, FRET fluorescence, antagonist mode;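 active means inhibition above the plate cutoff, the mean inhibition of test wells on that plate plus 3 SD, cut at about 28% in these data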;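 further: cells challenged with S1P at its EC80 of 0.8 µM; blue over green emission ratio from cleaved BLA substrate after 4 h stimulation; 0% = S1P-stimulated wells and 100% = unstimulated DMSO-only wells; some compounds past the cut are filed as inactive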
# Target sequence (Q99500 whole entry, looked up): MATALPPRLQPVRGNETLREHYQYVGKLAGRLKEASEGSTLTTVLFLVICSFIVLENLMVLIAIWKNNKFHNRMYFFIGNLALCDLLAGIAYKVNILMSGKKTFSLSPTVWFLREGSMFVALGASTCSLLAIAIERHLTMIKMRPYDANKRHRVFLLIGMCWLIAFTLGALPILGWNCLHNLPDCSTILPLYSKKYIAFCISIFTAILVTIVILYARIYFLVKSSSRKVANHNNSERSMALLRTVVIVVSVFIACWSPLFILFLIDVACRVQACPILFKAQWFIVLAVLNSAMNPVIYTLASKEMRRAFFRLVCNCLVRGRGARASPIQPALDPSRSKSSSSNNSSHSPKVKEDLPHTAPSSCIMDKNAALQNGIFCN
# ROMK primary: human ROMK K+ channel modulation, primary screen; P48048; B-score at 10 µM; 130,000 tested, 2% active; Tet-inducible ROMK, thallium flux fluorescence; actives lie on both sides; AID 1918;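 active means signal ratio slope over the read window, or its plate-corrected B-score, at least 3 SD from the plate mean, either direction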;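 further: B-score of the F/F0 ratio slope over 7 to 12 s after thallium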
# Target sequence (P48048 whole entry, looked up): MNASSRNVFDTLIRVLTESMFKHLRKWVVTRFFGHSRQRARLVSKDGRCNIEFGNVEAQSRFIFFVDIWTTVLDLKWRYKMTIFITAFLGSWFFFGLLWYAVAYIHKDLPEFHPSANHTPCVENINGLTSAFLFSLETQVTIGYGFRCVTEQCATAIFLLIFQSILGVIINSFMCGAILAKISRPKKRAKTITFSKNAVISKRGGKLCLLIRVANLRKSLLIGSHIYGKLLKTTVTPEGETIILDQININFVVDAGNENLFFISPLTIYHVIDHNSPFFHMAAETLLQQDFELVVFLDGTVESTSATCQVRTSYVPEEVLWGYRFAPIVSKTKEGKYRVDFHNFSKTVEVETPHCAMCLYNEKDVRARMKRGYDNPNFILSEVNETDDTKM
# bIAP act: intestinal alkaline phosphatase (bovine) activation. 200,000 tested, 0.17% active. AID 1016. purified bovine IAP, CDP-star luminescence, 30 min; active compounds read high; fold of DMSO-control signal, blank-subtracted. activation factor at 20 µM;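 active means activation factor of 2 or more at 20 µM, a signal rise over negative controls twice the positive control's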
# DTT redox prof: compounds producing H2O2 with reducing agent – biochemical, NIH compound library profiling, artefact control for MLSCN library redox annotation, primary screen | DTT-dependent redox cycling H2O2, phenol red/HRP absorbance; 100% = 100 µM peroxide control, 0% = buffer | activation, % at 10 µM | 200,000 tested, 0.03% active | AID 878;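 active means activation of at least 50% relative to the plate's high and low controls in the primary single-dose screen; inactive means activation below 50%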;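 further: compound incubated with DTT at 0.8 mM final as the reducing agent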
# bIAP inhibitor: intestinal alkaline phosphatase (bovine) inhibition | purified bovine IAP, CDP-star luminescence, 30 min | 190,000 tested, under 10 active | inhibition, % at 20 µM;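 active means over 50% inhibition of intestinal alkaline phosphatase at 20 µM in the single-dose screen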
#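 Assay system: bovine IAP enzyme; medium: DEA buffer 100 mM, pH 9.8, with MgCl2 1.0 mM, ZnCl2 0.02 mM; doses: 20 µM single dose; incubation: enzyme reaction for 30 min at room temperature; detection: CDP-star luminescence signal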
# L major viab: inhibitors of Leishmania major promastigote growth | AID 1063 | 200,000 tested, 9% active | inhibition, % at 10 µM | Leishmania major promastigotes, resazurin fluorescence viability; in the data active means inhibition above about 50%;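 further: promastigotes grown with compound for 44 hours at 28 °C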
# Numbers without * were called inactive; · = not tested or not shown.
1) CCOC(=O)c1c(NS(=O)(=O)c2ccc(Br)cc2)sc2c1CCC2
2) CCc1ccccc1NC(=S)NCc1cccn1C
3) CCOC(=O)c1[nH]c2ccccc2c1NC(=O)c1ccc(S(=O)(=O)N2CCCC2)cc1
4) COCCn1c(C)cc(C(=O)CSc2n[nH]c(N)n2)c1C
5) COC(=O)c1ccc(OCCOc2ccccc2)cc1
6) COc1ccc(C(C)=O)cc1COC(=O)c1ccc(S(=O)(=O)N(C)C)cc1
7) O=C1NCC(COCc2ccccc2)O1 (stereo not drawn)
8) Cc1ccc(S(=O)(=O)CC(O)COc2ccc(F)cc2Cl)c(C)c1 (stereo not drawn)

Assay by compound	1	2	3	4	5	6	7	8
PPARg SRC1 recr	9	3	0	4	4	4	-2	-3
PPARg SRC2 recr	4	-1	5	1	7	-3	-5	-1
SRC2 TRFRET art	1596	1572	1591	1362	1550	1750	1466	1581
TLR4 MyD88 comp	5	6	-4	-3	10	0	-3	6
PPARg SRC-3 ag	-1	-2	-7	5	2	5	-2	-2
S1P3 antag	·	-5	0	-22	·	5	-23	-5
ROMK primary	3.1*	-0.33	0.082	0.093	-0.0086	·	0.14	-0.27
bIAP act	·	1	1.1	1.1	0.9	1	0.9	0.9
DTT redox prof	0.8	0.7	0.9	1.6	0.0	-0.9	-0.1	-0.4
bIAP inhibitor	·	0	-13	-7	11	0	14	9
L major viab	-5	47	-1	-4	-5	12	-8	2

9) CC(=O)c1ccc(N2CCN(C(=O)C3(S(=O)(=O)c4ccc(Cl)cc4)CC3)CC2)cc1
10) O=C(O)C1CCCCC1C(=O)Nc1cc(C(F)(F)F)ccc1Cl (stereo not drawn)
11) CC(C)CCOc1cccc(OCC(=O)N(C)C2CCS(=O)(=O)C2)c1 (stereo not drawn)
12) O=C(O)C1CCCCC1C(=O)NCCc1c[nH]c2ccccc12 (stereo not drawn)
13) COc1ccc(C(=O)N2CCNC(=O)C2CC(=O)Nc2ccc(C)cc2)cc1 (stereo not drawn)
14) CNC(=O)c1cc(S(=O)(=O)N(C)C)ccc1Cl
15) Cc1ccc2c(c1)N1C(=O)c3ccccc3C1C1=C(CC(C)(C)CC1=O)N2 (stereo not drawn)
16) Cc1nnc(NC(=O)CSc2ccc([N+](=O)[O-])cn2)s1

Assay by compound	9	10	11	12	13	14	15	16
PPARg SRC1 recr	-4	5	-5	-3	6	1	6	0
PPARg SRC2 recr	7	-3	2	-6	6	-2	11	-4
SRC2 TRFRET art	1446	1473	1485	1379	1456	1690	1658	1475
TLR4 MyD88 comp	9	-2	5	12	-8	8	-9	0
PPARg SRC-3 ag	8	-2	-6	1	0	-1	4	-1
S1P3 antag	26	8	-17	-17	1	-30	·	-5
ROMK primary	1.1	1.6	·	·	-0.27	·	0.061	-0.056
bIAP act	1.1	1	1	0.9	1.1	0.9	0.9	1.1
DTT redox prof	-1.8	-0.1	-0.5	3.1	-0.3	2.7	-0.6	1.1
bIAP inhibitor	-6	-3	0	10	-14	7	8	-10
L major viab	3	-14	-7	6	100*	-2	13	-3

17) COC(=O)c1c(NC(=O)CSc2nnnn2-c2ccc3c(c2)OCO3)sc(C)c1C
18) COc1ccc(S(=O)(=O)N2CCOCC2)cc1N=Nc1sc(N)nc1-c1ccccc1
19) CC(NC(=O)c1ccco1)C(=O)OCc1cccc(Cl)c1 (stereo not drawn)
20) O=C(c1c(F)cccc1F)N(Cc1ccccn1)C1CC1
21) COc1ccc(NC(=O)C(C)N2C(=O)c3ccccc3C2=O)cc1S(=O)(=O)N1CCOCC1 (stereo not drawn)
22) CC(=O)Nc1cc(NC(=O)CCCC(=O)O)ccc1Cl
23) Cc1cc(N(C)C)cc(C)[n+]1[O-]
24) Cc1occc1C(=O)NN1C(=O)C2C3CCC(O3)C2C1=O (stereo not drawn)

Assay by compound	17	18	19	20	21	22	23	24
PPARg SRC1 recr	2	3	0	0	-10	0	4	8
PPARg SRC2 recr	-2	12	0	0	-9	-6	3	4
SRC2 TRFRET art	1326	1822	1605	1363	1489	1633	1486	1660
TLR4 MyD88 comp	-3	6	-16	-4	-11	6	-4	-8
PPARg SRC-3 ag	0	6	5	-2	0	-11	-6	0
S1P3 antag	15	4	2	·	8	8	4	-1
ROMK primary	·	·	0.13	·	1	0.94	0.86	0.19
bIAP act	0.9	0.8	1	1	0.9	1	0.9	1
DTT redox prof	2.7	4.0	1.9	-1.8	-0.4	-0.2	-1.0	-0.1
bIAP inhibitor	5	17	2	3	6	5	7	0
L major viab	4	-2	-6	4	10	-3	-1	-1

25) COc1cc(C(=O)NCc2cc(C)nc3ccccc23)cc(OC)c1OC
26) O=C(Nc1ccc(O)c(-c2nc3ccccc3s2)c1)c1cccs1
27) N#C/C(=C\c1cn[nH]c1-c1ccccc1)C(=O)NC1CCCCCC1
28) CC(=O)c1sc2nc(-c3ccc(C)cc3)c3c(c2c1N)CCCC3
29) COc1cc(C(=O)NCC(=O)OCC(=O)N2CCc3ccccc32)cc(OC)c1OC
30) CC12CN3CC(C)(CN(C1)C3c1c[nH]c3ccccc13)C2=O (stereo not drawn)
31) CCN(CCNS(=O)(=O)c1ccc2c(c1)oc(=O)n2C)c1ccccc1
32) Clc1ccc(-c2ccc(C=Nc3ccc(N4CCOCC4)cc3)o2)cc1

Assay by compound	25	26	27	28	29	30	31	32
PPARg SRC1 recr	8	-12	-1	6	5	0	0	6
PPARg SRC2 recr	6	-5	6	15	6	1	3	7
SRC2 TRFRET art	1695	1537	1382	1647	1749	1433	1416	1771
TLR4 MyD88 comp	-8	6	-11	26*	-3	-2	-4	-3
PPARg SRC-3 ag	1	3	-8	7	5	5	8	6
S1P3 antag	-10	9	·	-9	2	-4	-28	-17
ROMK primary	-0.59	0.59	·	-0.01	1.9	0.47	·	0.68
bIAP act	0.8	0.9	0.9	1.2	1	0.9	0.9	1.3
DTT redox prof	-0.1	0.5	-4.8	0.3	-0.1	-0.5	-0.8	0.2
bIAP inhibitor	25	14	12	-23	5	5	9	-34
L major viab	-4	62*	26	41	-1	-6	-4	2

33) O=c1cc(-c2ccccc2)nc2nc(CCc3ccccc3)[nH]n12
34) CCOC(=O)c1c(O)c2ccccc2n(C)c1=O
35) COc1ccc(C(=O)Nc2cnc3ccccn3c2=O)cc1
36) Cc1ccc(S(=O)(=O)N/N=c2\sc3ccccc3n2C)cc1
37) O=C(NCc1ccccn1)c1cc2c(ccc3ccccc32)oc1=O
38) O=C(CSc1nnc(SCc2ccccc2)s1)NNC(=S)Nc1ccccc1
39) CCCc1cc(=O)[nH]c(SCC(=O)Nc2cc3c(cc2C(C)=O)OCO3)n1
40) CCCCCNC(=O)C(C#N)c1nc2ccccc2nc1N1CCCC1 (stereo not drawn)

Assay by compound	33	34	35	36	37	38	39	40
PPARg SRC1 recr	-3	-1	4	6	2	1	5	4
PPARg SRC2 recr	-3	14	13	4	11	-4	4	9
SRC2 TRFRET art	1611	1560	1577	1508	1675	1606	1593	1614
TLR4 MyD88 comp	-7	-17	12	3	-12	0	1	-12
PPARg SRC-3 ag	-6	7	6	-5	6	-1	-10	6
S1P3 antag	-9	-15	16	3	-7	1	-18	32
ROMK primary	0.41	1.6	·	·	-1.7	1.1	·	·
bIAP act	0.9	0.9	1.1	0.8	1.1	0.9	0.9	0.8
DTT redox prof	1.3	0.1	-0.3	0.5	-0.8	-0.1	2.0	4.1
bIAP inhibitor	10	8	-10	24	-10	13	12	18
L major viab	-6	-4	-6	1	1	-2	6	-6

41) Cc1cc(C(=O)N2CCN(C(=O)c3ccco3)CC2)ccc1[N+](=O)[O-]
42) Cc1nn(CC(=O)NCCc2ccc(Cl)cc2)c(C)c1[N+](=O)[O-]
43) CCc1nc(SCC(=O)N2CCc3cc(OC)c(OC)cc3C2)c(C#N)cc1C
44) Cc1cc(NC(=O)CCC(=O)N(CCC(C)C)CC(=O)NCC2CCCO2)no1 (stereo not drawn)
45) O=C(Oc1ccccc1)c1ccc(-n2cnnn2)cc1
46) Cc1ccc2c(c1C)OC(=O)CC2(C)C
47) COc1ccccc1OCC(=O)NCCCn1ccnc1
48) CCN(CC)C(=O)CN(c1cccc([N+](=O)[O-])c1)S(=O)(=O)c1ccccc1

Assay by compound	41	42	43	44	45	46	47	48
PPARg SRC1 recr	-4	5	-1	-2	5	1	12	-2
PPARg SRC2 recr	-2	1	-3	13	0	-6	2	-2
SRC2 TRFRET art	1433	1540	1555	1479	1558	1526	1669	1538
TLR4 MyD88 comp	2	-1	0	1	17	4	-22	1
PPARg SRC-3 ag	-6	-1	-5	8	-8	1	3	-1
S1P3 antag	-18	·	·	17	-8	6	8	6
ROMK primary	-0.51	-0.58	-0.79	·	-0.69	·	-0.66	0.17
bIAP act	1	0.9	·	1.1	0.9	1.1	1.2	0.9
DTT redox prof	0.2	-4.5	-4.0	2.1	-0.4	-0.3	-0.4	-0.4
bIAP inhibitor	2	8	·	-7	10	-11	-18	7
L major viab	2	-8	5	-9	-3	22	1	-4

49) Cc1ccc(C(=O)N2CCN(S(=O)(=O)N3CCOCC3)CC2)cc1
50) CCOc1ccccc1-c1n[nH]c(=S)o1
51) COc1ccc2nc(N3CCCC(C(=O)NCCCN4CCN(C)CC4)C3)sc2c1 (stereo not drawn)
52) CC(/C=N/NC(=O)c1ccc(CN2c3cccc4cccc(c34)S2(=O)=O)cc1)c1ccccc1 (stereo not drawn)

Assay by compound	49	50	51	52
PPARg SRC1 recr	7	28*	4	-5
PPARg SRC2 recr	-4	39*	8	-3
SRC2 TRFRET art	1557	2292*	1569	1744
TLR4 MyD88 comp	-10	0	-9	-3
PPARg SRC-3 ag	-2	50*	-4	5
S1P3 antag	-5	·	·	-6
ROMK primary	-0.016	·	0.3	·
bIAP act	0.9	0.9	1	0.6
DTT redox prof	-1.3	0.0	-0.5	1.0
bIAP inhibitor	9	11	-4	39
L major viab	-2	-4	64*	-4
